# High-throughput results (PubChem)
# BLM inh = qHTS Assay for Inhibitors of Bloom's syndrome helicase (BLM). Potency, µM (top dose mostly 56.1 µM), without a hit: at the top dose activity change, negative = inhibition, actives largely listed as inhibitors. 0.2% of 350,000 active. recombinant BLM DNA unwinding, fluorescence dequenching. AID 2528, 2010. RecQ-like DNA helicase BLM (Homo sapiens), P54132;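 further: potency means the concentration at half of the fitted maximal effect; plate controls were vehicle for no effect and no enzyme for full effect; nearly all actives have a fitted effect of over 35% in size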
# Pol iota inh = qHTS for Inhibitors of Polymerase Iota. DNA polymerase iota (Homo sapiens), Q9UNA4. Potency, µM (top dose mostly 115 µM), for inactives: at the highest dose activity, negative = inhibition, hits mostly inhibitors. Pol iota fluorescent replication assay, 10 min. 1% of 390,000 active; further: potency means the concentration at half of the fitted maximal effect
# Target sequence (Q9UNA4 whole entry, looked up): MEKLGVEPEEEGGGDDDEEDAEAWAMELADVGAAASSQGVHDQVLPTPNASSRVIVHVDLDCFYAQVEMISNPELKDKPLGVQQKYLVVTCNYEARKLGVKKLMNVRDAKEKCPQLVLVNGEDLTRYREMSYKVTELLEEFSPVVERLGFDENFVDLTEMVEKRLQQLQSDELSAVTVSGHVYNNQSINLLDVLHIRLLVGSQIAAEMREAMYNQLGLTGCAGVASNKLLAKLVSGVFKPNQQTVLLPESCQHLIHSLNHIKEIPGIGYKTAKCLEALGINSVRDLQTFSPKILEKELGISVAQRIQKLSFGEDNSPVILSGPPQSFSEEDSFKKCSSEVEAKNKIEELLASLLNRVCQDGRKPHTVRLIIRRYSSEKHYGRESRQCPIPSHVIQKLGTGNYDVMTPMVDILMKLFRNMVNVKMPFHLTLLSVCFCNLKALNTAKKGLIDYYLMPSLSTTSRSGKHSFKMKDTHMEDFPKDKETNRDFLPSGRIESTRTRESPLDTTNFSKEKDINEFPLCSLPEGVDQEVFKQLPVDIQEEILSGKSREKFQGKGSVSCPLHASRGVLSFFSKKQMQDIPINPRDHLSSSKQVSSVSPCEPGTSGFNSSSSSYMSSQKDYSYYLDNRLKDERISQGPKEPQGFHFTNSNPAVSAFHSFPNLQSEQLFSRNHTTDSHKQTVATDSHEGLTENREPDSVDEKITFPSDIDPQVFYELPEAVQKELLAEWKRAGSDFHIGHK
#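 Pol iota at 10 nM preincubated 15 min with compounds at room temperature; reaction started with fluorescent substrate, 50 nM final. Fluorescence read kinetically at 0 and 10 min; buffer-only wells as negative control.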
# APE1 inh = qHTS Assay for Inhibitors of the Human Apurinic/apyrimidinic Endonuclease 1 (APE1) | DNA repair nuclease/redox regulator APEX1 (Homo sapiens), P27695 | recombinant APE1, TAMRA/BHQ-2 abasic DNA cleavage fluorescence | Potency, µM (series often up to 65.8 µM), inactives show top-dose activity change, negative = inhibition, actives largely listed as inhibitors | 0.35% of 350,000 active | AID 2517, 2012;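 further: potency means the concentration at half of the fitted maximal effect; plate controls were vehicle for no effect and reference inhibitor for full effect; nearly all actives have a fitted effect of over 55% in size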
# Target sequence (P27695 whole entry, looked up): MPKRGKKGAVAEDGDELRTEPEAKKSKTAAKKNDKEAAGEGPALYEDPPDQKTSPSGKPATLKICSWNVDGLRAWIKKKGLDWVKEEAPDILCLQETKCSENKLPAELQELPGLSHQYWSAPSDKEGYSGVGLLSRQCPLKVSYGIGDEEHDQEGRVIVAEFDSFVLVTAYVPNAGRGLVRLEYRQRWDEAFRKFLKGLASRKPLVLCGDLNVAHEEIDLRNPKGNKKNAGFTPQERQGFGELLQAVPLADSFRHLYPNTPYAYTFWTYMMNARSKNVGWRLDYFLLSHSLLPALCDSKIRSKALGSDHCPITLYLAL
#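 APE1 at 0.75 nM final was preincubated with compound 15 min at room temperature, then 50 nM double-stranded THF abasic-site substrate (5'-TAMRA/3'-BHQ-2) was added. Fluorescence (ex 525/em 598 nm) was read kinetically; third-minus-first read gave activity.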
# POLK inh = qHTS for Inhibitors of Polymerase Kappa. 0.53% of 400,000 active. Potency, µM (titrated, usually from 107 µM), inactives show at the highest dose activity, negative = inhibition, hits mostly inhibitors. DNA polymerase kappa (Homo sapiens), Q9UBT6. purified Pol kappa, fluorescent DNA synthesis assay, 10 min. AID 588579, 2011; further: potency means the concentration at half of the fitted maximal effect; on the % scale 0 is the no-effect control and ±100 the full control effect
#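 Inhibition of 10 nM Pol kappa is measured by a fluorescent read-out at 0 and 10 min following addition of 50 nM substrate (final), with a 15-min room-temperature compound preincubation.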
# LDHA inh = qHTS assay for inhibitors of human lactate dehydrogenase; purified LDHA, NADH/diaphorase-resazurin fluorescence; stronger effect = lower value; activity change, % (values are at about 110 or 230 µM); 0.15% of 480,000 active; in the data active means activity change below about -30%; inconclusive means mostly about -25% to -30%;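 further: plate controls were DMSO wells for no effect and wells without enzyme for full effect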
#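 Human LDH5 (2 nM) was incubated with 0.06 mM NADH and 0.2 mM pyruvate for 5 min at room temperature in Tris pH 7.4. Remaining NADH was coupled through diaphorase/resazurin, and resorufin fluorescence was read at 0 and 20 min.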
# GRP78 ERSR act = qHTS for Inducers of the Endoplasmic Reticulum Stress Response (ERSR) in Human Glioma: qHTS | Potency, µM, for inactives: at the top dose activation, hits mostly activators | 0.02% of 420,000 active | U87-MG GRP78 promoter luciferase reporter, 16 h; further: potency means the concentration at half of the fitted maximal effect; series mostly up to about 76 µM; % of control where 0% means no effect; nearly all actives have a fitted effect of over 35% in size
#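 Stably transfected U87-MG glioma cells carrying a GRP78-based luciferase sensor; 16 h compound incubation. Luminescence end-point read 10 min after Bright-Glo addition at room temperature.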
# POLB inh = qHTS Assay for Inhibitors of DNA Polymerase Beta; P06746; Pol beta primer extension/strand displacement, fluorescence kinetic; Potency, µM (top dose mostly 114 µM), without a hit: at the top dose activity change, negative = inhibition, usual class: inhibitors; 1.3% of 340,000 active; AID 485314, 2010; further: potency means the concentration at half of the fitted maximal effect; on the % scale 0 is the no-effect control and ±100 the full control effect
#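 Enzyme-only controls used 10 nM Pol beta; buffer lacking enzyme served as negative control. Compound preincubated 15 min, then 50 nM substrate added; 0 and 10 min reads at room temperature.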
# Pol eta inh = qHTS for Inhibitors of Polymerase Eta; 1.2% of 390,000 active; DNA polymerase eta (Homo sapiens), Q9Y253; recombinant Pol eta, fluorescent DNA replication assay; Potency, µM (titrated, usually from 114 µM), for the others: at the top dose activity change, negative = inhibition, actives largely listed as inhibitors; further: potency means the concentration at half of the fitted maximal effect; on the % scale 0 is the no-effect control and ±100 the full control effect
#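 Pol eta (10 nM) was preincubated with compounds for 15 min at room temperature, after which fluorescent replication substrate (50 nM final) was added to start the reaction. Fluorescence was read kinetically at 0 and 10 min.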
# Apoferritin bind = qHTS Assay for Identification of Novel General Anesthetics | Ferritin light chain (Equus caballus), P02791 | apoferritin/1-aminoanthracene competitive binding, fluorescence | Potency, µM (top dose mostly 77.5 µM), for the others: at the top dose activity change, negative = displacement, most hits filed as inhibitors | 0.074% of 350,000 active | AID 485281, 2010; further: potency means the concentration at half of the fitted maximal effect; on the % scale 0 is the no-effect control and ±100 the full control effect; nearly all actives have a fitted effect of over 20% in size
#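 Apoferritin-based anesthetic binding model; compound displacement of fluorescent 1-AMA measured as endpoint fluorescence after 10 minutes at room temperature, scaled to free-ligand and complex controls.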
# An asterisk follows results filed as active; ? = inconclusive; nt = no result given; & = joins results of further samples; [ ] = another dose, or the depositor's remark. Unless noted, the call rests on the fitted dose curve; in most records, active means well fitted curve in the direction sought with a large enough effect; inconclusive means small, poorly fitted or top-dose-only effect, or another doubt; inactive means no such curve, though single readings can be large; an effect the other way counts as inactive or inconclusive. This is a subset; count on the stated rates, not on these rows.
BLM inh	Pol iota inh	APE1 inh	POLK inh	LDHA inh	GRP78 ERSR act	POLB inh	molecule	Pol eta inh	Apoferritin bind
2%	51%[activator]	14%	6%	-12	-5%	42%[activator]	O=C(CCN1CCN(c2ccccc2)CC1)NNC(=S)Nc1ccccc1Cl	-22%	-6%
3%	20%	-11%	-4%	-3	-4%	68%	CC1(NC(=S)N(CCO)CCO)CCS(=O)(=O)C1 (stereo unspecified)	0%	8%
-12%	20%	4%	-23%	-5	-3%	20%	COc1ccc(C=NCC2OCCc3ccccc32)cc1OC (stereo unspecified)	-14%	-11%
-4%	-4%	51%[activator]	-5%	-1	-2%	-6%	COc1cccc(NC(=O)N2CCCC2C(=O)NC2CCCC2)c1 (stereo unspecified)	2%	6%
0%	39%[activator]	4%	4%	0	-4%	-1%	O=C(/C=C/c1ccc(F)cc1)NCC1(c2ccccc2)CCOCC1	-12%	-4%
-9%	?	-4%	-6%	4&3	-5%	-2%	COc1cccc(Oc2cnc(N)nc2-c2ccc(OC)cc2O)c1	-17%	-2%
-6%	18%	nt	-7%	-5	nt	-2%	COc1ccccc1NC(=O)c1sc2nc3c(cc2c1N)CCCCCC3	nt	16%
-10%	23%	10%	-1%	-8	-2%	-3%	CCOc1ccc2[nH]c3c(NCCc4ccc(OC)c(OC)c4)ncnc3c2c1	-13%	-13%

# Taken from the results shown (3 entries):
BLM inh	Pol iota inh	APE1 inh	POLK inh	LDHA inh	GRP78 ERSR act	POLB inh	molecule	Pol eta inh	Apoferritin bind
-9%	?	-4%	-6%	4&3	-5%	-2%	COc1cccc(Oc2cnc(N)nc2-c2ccc(OC)cc2O)c1	-17%	-2%
-6%	18%	nt	-7%	-5	nt	-2%	COc1ccccc1NC(=O)c1sc2nc3c(cc2c1N)CCCCCC3	nt	16%
-10%	23%	10%	-1%	-8	-2%	-3%	CCOc1ccc2[nH]c3c(NCCc4ccc(OC)c(OC)c4)ncnc3c2c1	-13%	-13%

# Next part
BLM inh	Pol iota inh	APE1 inh	POLK inh	LDHA inh	GRP78 ERSR act	POLB inh	molecule	Pol eta inh	Apoferritin bind
-2%	108%[activator]	4%	0%	-2	-1%	-12%	Cc1ccc(Cl)cc1N(CC(=O)NCc1ccc2c(c1)OCO2)S(C)(=O)=O	-17%	-13%
-7%	-17%	nt	-7%	-3	-1%	11%	CCOC(=O)c1[nH]c2ccccc2c1NC(=O)c1ccccc1OC	-8%	-6%
2%&-4%	16%&-25%	46%	3%&-6%	-4&-12	-2%&-4%	8%&31%	CCc1nn(CC(=O)N2CCN(c3cc(C)ccc3C)CC2)c(=O)c2cc3occc3n12	-8%&-3%	-8%&-4%
nt	182%[activator]	nt	-13%	-1	9%	nt	CN=C1S/C(=C\c2ccc(O)c(OC)c2)C(=O)N1C	-26%	nt
-1%	-1%	11%	-1%	6	-2%	4%	CC(=O)N1C(=O)N(C(C)=O)C2C1N(C)C(=O)N2C(C)=O (stereo unspecified)	-8%	-4%
-1%	103%[activator]	20%	-3%	-6	-13%	-2%	COCCN(CC(=O)NC1CCCCC1)C(=O)/C=C/C(=O)c1ccc(OC)cc1O	-24%	-15%
1%	-1%	4%	-14%	-13	-6%	-14%	CCCCn1c(SCc2ccc(Cl)cc2)nc2c1c(=O)[nH]c(=O)n2C	-7%	-10%
-5%	84%[activator]	-6%	0%	-4	-3%	-27%	Cc1nn(CC(=O)NCCCc2ccccc2)c(C)c1[N+](=O)[O-]	-17%	-9%
-1%	5%	nt	7%	1	-5%	9%	Cc1ccc(Cc2cn3cc(-c4ccc(F)cc4)nc3s2)cc1	-8%	-15%
-7%	-13%	1%	-2%	3	-1%	4%	COc1cc(CNCc2ccccn2)ccc1OCC(=O)NC1CCCCC1	-16%	-1%
-6%	5%	-6%	-12%	3&-8	-3%	26%	CC#CC[N+](C)(CC#CC)CC(=O)c1ccccc1	-14%	-8%
3%	?	-1%	-18%	8	-4%	5%	COc1ccc(N2CCN(C(c3cc(OC)ccc3OC)c3nnnn3CC3CCCO3)CC2)cc1 (stereo unspecified)	3%	0%
nt	26%	nt	8%	-1	-3%	nt	Cn1cnc2c(=O)sc3ccccc3c21	-8%	nt
-6%	32%[activator]	nt	12%	-1	1%	10%	Cc1nc(SCc2ccccc2Cl)c(C#N)c(C)c1C	-14%	1%
nt	19%	14%	-4%	-17	-2%	nt	Cc1ccc(C(=O)NNCC(=O)Nc2ccc(Cl)cc2F)cc1	3%	nt
-2%	-12%	-2%	-1%	-6	-5%	0%	Cc1c(-n2c(SCC(=O)O)nnc2-c2ccccc2Br)c(=O)n(-c2ccccc2)n1C	48%[activator]	8%
nt	11%	6%	6%	3	-3%	nt	CCOC(=O)c1c(C)[nH]c(C(=O)Nc2cc(OCC)c(N3CCOCC3)cc2OCC)c1C	2%	nt
-1%	-11%	7%	1%	-6	-1%	?	CCOc1ccc(C(C)(C)C)cc1S(=O)(=O)Nc1ccncc1	-15%	0%
-1%	15%	1%	-27%	-5	-5%	7%	CCc1cc(-c2n[nH]c(=S)n2CC(C)C)cs1	-15%	-16%
0%	5%	1%	-1%	-18	-4%	-20%	N#C/C(=C/c1ccccc1OCc1ccc(F)cc1)c1ccc(C(=O)O)cc1	-5%	-10%
nt	-11%	4%	-4%	-5	-1%	nt	O=C(COc1ccc(Br)cc1Cl)NNC(=O)c1ccccc1	2%	nt
-9%	nt	-2%	3%[60.1 µM]	nt	-1%	nt	COc1ccccc1CNc1ncnc2ccc(-c3ccc(C(=O)N(C)C)cc3)cc12	nt	nt
-6%	6%	nt	-8%	-4	-1%	41%	Cc1ccc(S(=O)(=O)c2cn(Cc3ccccc3)c3cc(N4CCCC4)c(F)cc3c2=O)cc1	-16%	-12%
-6%	40%[activator]	nt	9%	-7	-2%	-10%	CCc1ccc(-n2nc3ccc(NC(=O)COc4ccc(OC)cc4)cc3n2)cc1	0%	-10%
6%	0%	0%	0%	2	2%	0%	Cc1ccc(NCC(=O)N/N=C/c2cccc(Br)c2)cc1	7%	?
3%	18%	4%	1%	-5	-1%	-8%	Cc1cc(N(C)C)nc(SC(C)C)n1	-19%	-12%
-1%	4%	-2%	-9%	-10	-4%	-5%	CCOC(=O)c1c(NC(C)=O)sc2c(OC)cccc12	-1%	-6%
0%	9%	7%	10%	3	-4%	2%	Cc1cc(C)cc(CN2CCC(Oc3ccc(C(=O)N4CCCC4)cc3)CC2)c1	-10%	-10%
nt	23%	nt	9%	2	-1%	nt	C#CCN1C(C)=CC(=O)[C@@H](O)[C@H]1c1ccccc1Br	-17%	nt
-6%	4%	7%	-6%	-6	-6%	3%	CCOc1cc(C)c(C(C)C)cc1S(=O)(=O)N1CC(C)OC(C)C1 (stereo unspecified)	-3%	1%
1%	-22%	23%	-11%	-3	-3%	?	Cc1cccc(/C=N/NC(=O)c2ccc(NC(=O)c3ccc(Cl)cc3)cc2)n1	-3%	-22%
-20%	79µM*	nt	-22%	-15	-2%	50µM*	Cc1cccc(C)c1NC(=O)Cn1cc(C(=O)c2ccco2)c2ccccc21	?	-10%
-1%	?	28%	-21%	0	-3%	-9%	CCc1ccc(OC2=NS(=O)(=O)c3ccccc32)cc1	-4%	?
-4%	20%	-4%	-11%	-2	-1%	9%	CCOc1ccc(-c2cn[nH]c2N)cc1	-12%	-20%
-1%	154%[activator]	17%[12.4 µM]	-13%	0	-5%	18%	COc1ccc(NC(=O)CN2CCN(S(=O)(=O)N3CCCCCC3)CC2)cc1	-22%	1%
1%	-8%	-2%	-12%	-3	-6%	-29%	COc1ccc(C)cc1-n1nnnc1SCc1cc(=O)n2cc(C)ccc2n1	8%	-20%
2%	13%	-10%	-5%	-6	-1%	-2%	COc1c2ccoc2c(OC[C@@H](O)C(C)(C)OC)c2oc(=O)ccc12	5%	7%
3%	26%	0%	0%	-9	-4%	16%	COc1cccc(C(=O)C2CCCN(Cc3ccc(OC)c(Cn4cncn4)c3)C2)c1 (stereo unspecified)	-25%	-11%
-12%	5%	-10%	-3%	0	8%	4%	CCc1nc(SCC(=O)c2cccs2)c2oc3ccccc3c2n1	6%	-14%
-5%	?	2%	-6%	-1	-1%	0%	Cc1cc2ccccn2c1C(=O)c1ccc(NN)c([N+](=O)[O-])c1	-12%	?

# Reformatted: entries from further up.
BLM inh	Pol iota inh	APE1 inh	POLK inh	LDHA inh	GRP78 ERSR act	POLB inh	Pol eta inh	Apoferritin bind	Molecule
-1%	?	28%	-21%	0	-3%	-9%	-4%	?	CCc1ccc(OC2=NS(=O)(=O)c3ccccc32)cc1
-4%	20%	-4%	-11%	-2	-1%	9%	-12%	-20%	CCOc1ccc(-c2cn[nH]c2N)cc1
-5%	?	2%	-6%	-1	-1%	0%	-12%	?	Cc1cc2ccccn2c1C(=O)c1ccc(NN)c([N+](=O)[O-])c1
-1%	154%[activator]	17%[12.4 µM]	-13%	0	-5%	18%	-22%	1%	COc1ccc(NC(=O)CN2CCN(S(=O)(=O)N3CCCCCC3)CC2)cc1
-12%	5%	-10%	-3%	0	8%	4%	6%	-14%	CCc1nc(SCC(=O)c2cccs2)c2oc3ccccc3c2n1
1%	-8%	-2%	-12%	-3	-6%	-29%	8%	-20%	COc1ccc(C)cc1-n1nnnc1SCc1cc(=O)n2cc(C)ccc2n1
3%	26%	0%	0%	-9	-4%	16%	-25%	-11%	COc1cccc(C(=O)C2CCCN(Cc3ccc(OC)c(Cn4cncn4)c3)C2)c1 (stereo unspecified)
